# Screens: PubChem BioAssay, National Center for Advancing Translational Sciences (NCATS)
# Nrf2 activator = qHTS of Nrf2 Activators | AREc32 ARE-luciferase reporter (MCF7-derived line), luminescence, 24 h | AID 624171, 2012 | Potency, µM (doses to about 46.1 µM), inactives show top-dose activation, actives largely listed as activators | 410,000 tested, 0.31% active; also: % of control where 0% means no effect; nearly all actives have a fitted effect of over 65% in size
#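 AREc32 cells carrying an ARE-driven firefly luciferase, 1000 cells/well in OPTI-MEM with 5% FBS, dosed after overnight attachment and incubated 24 hr at 37 deg C. Steady-Glo luminescence read after 30 min at RT.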
# TGFb inhibitor = qHTS for Inhibitors of TGF-b. HepG2 CAGA-GFP TGF-b/SMAD3 reporter, GFP fluorescence, 18 h; TGF-beta stimulated, 500 pg/mL final. 410,000 tested, 1.2% active. Potency, µM (top dose mostly 46.1 µM), inactives show top-dose activity, negative = inhibition, actives largely listed as inhibitors; also: % is scaled to controls: 0 for no effect and ±100 for the full control effect; nearly all actives have a fitted effect of over 65% in size
#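 HEPG2 CAGA-GFP reporter cells (1000/well, DMEM with 1% FBS) received compounds, then recombinant TGF-beta at 500 pg/mL final for 18 hours at 37 degrees C. Per-cell GFP summed per well was normalised to unstimulated and stimulated DMSO controls before curve fitting.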
# A549 tox = Nrf2 qHTS screen for inhibitors: counterscreen for cytotoxicity; A549 ARE-Fluc cells, CellTiter-Fluor viability, 18-24 h; Potency, µM (top dose mostly 46 µM), for inactives: at the highest dose activity change, negative = cytotoxicity, actives largely listed as inhibitors; 390,000 tested, 0.16% active; also: % is scaled to controls: 0 for no effect and ±100 for the full control effect
#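 A549 ARE_Fluc cells in 5% FBS OPTI-MEM were exposed to compounds in concentration-response for 18-24 h at 37 deg C. Viability was read by CellTiter-Fluor fluorescence (Ex 405/Em 525) after 30 min, before the luciferase read.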
# * hit, by the source's call; ? = inconclusive; [ ] = another dose, or the depositor's remark. Calls follow the shape of the dose curve; as a rule, active = well fitted curve in the direction sought with a large enough effect; inconclusive = small, poorly fitted or top-dose-only effect, or another doubt; inactive = no such curve, though single readings can be large; an effect the other way counts as inactive or inconclusive. Potency is read from the fitted curve at half-maximal effect.
compound	A549 tox	Nrf2 activator	TGFb inhibitor
Oc1c(C(c2ccc(Cl)cc2Cl)N2CCN(c3ccccc3)CC2)sc2nc(-c3ccco3)nn12 (stereo unspecified)	-5%	5.5%	?
O=C(CN1CCCN(Cc2ccc(F)cc2)S1(=O)=O)Nc1ccc2c(c1)OCCO2	0%	3.5%	0%
O=C(COc1ccc(F)cc1)Nc1ccc(C(=O)OCc2cc(=O)n3nc(C4CC4)sc3n2)cc1	1%	-0.7%	-1%
CCOC(=O)CC(=O)CSc1nc2ccsc2c(=O)n1Cc1ccccc1	6%	0.6%	9%
Cc1ccc2scc(N3CCN(c4ccccc4)CC3)c(=O)c2c1	-17%	11%	-9%
NC(=O)c1c(NC(=O)CS(=O)(=O)c2ccc(Cl)cc2)sc2c1CCCC2	6%	2.3%	?
COc1ccc(-c2c(C)c3ccc(O)c(CN4CCOCC4)c3oc2=O)cc1	9%	0.5%	-13%
CCOC(=O)c1cccc(NC(=O)c2cc(S(=O)(=O)N3CCCCCC3)cn2C)c1	-2%	0.8%	?

# Other entries:
compound	A549 tox	Nrf2 activator	TGFb inhibitor
Cc1ccc(/C=C/c2onc(C)c2S(=O)(=O)N2CCC(C(=O)Nc3ccc(Br)c(C)c3)CC2)cc1	14%	0.4%	?
CCn1ccc2cc(S(=O)(=O)N3CCCN(C(=O)Nc4cc(Cl)ccc4C)CC3)ccc21	-13%	0.5%	?
Cc1cccc(NC(=O)CSc2nccn2-c2cccc(Cl)c2)c1C	7%	-0.8%	?
Cc1ccc(C)c(N2C(=O)N(Cc3ccccc3C)c3ccccc3S2(=O)=O)c1	1%	1.3%	-23%
O=C(CC1N=C2c3ccccc3N=C(SCc3cccc(F)c3)N2C1=O)NC1CCCCC1 (stereo unspecified)	-10%	0.0%	0%
CCOc1ccc(NC(=O)c2ccc(F)c(S(=O)(=O)N(CC)Cc3ccccc3)c2)cc1	-11%	-0.7%	-2%
CC(=O)CSc1nnc2[nH]c(=O)cc(N)n12	1%	0.1%	-1%
COc1ccccc1N1CCN(C(=O)CSc2n[nH]c(-c3ccccc3)n2)CC1	-5%	0.5%	?

# Additional structures.
compound	A549 tox	Nrf2 activator	TGFb inhibitor
Nc1c(C(=O)c2ccc3c(c2)OCO3)sc(Nc2ccccc2F)c1S(=O)(=O)c1ccccc1	1%	0.0%	0%
O=C(CN1C(=O)CCc2cc(S(=O)(=O)N3CCOCC3)ccc21)NCc1ccccc1	-1%	0.5%	?
Cc1ccc(C(=O)NCC(c2ccc3c(c2)OCO3)N2CCOCC2)cc1C (stereo unspecified)	-1%	-0.7%	-16%
CCN1CCc2c(sc(NC(=O)c3ccc(S(=O)(=O)N4CCCC(C)C4)cc3)c2C(=O)OC)C1 (stereo unspecified)	-1%	9.0%	55%[activator]
CC1=C(C(=O)Nc2ccccc2)C(c2ccc(C(=O)O)cc2)n2ncnc2N1 (stereo unspecified)	-4%	0.4%	-7%
CCc1nnc(NC(=O)CSc2nc3c([nH]c4ccccc43)c(=O)n2-c2ccc(C)cc2)s1	-2%	1.0%	-6%
COc1ccccc1NC(=O)CCn1cnc2onc(-c3ccc(F)cc3)c2c1=O	-9%	0.2%	-8%
CCOC(=O)C1=C(CN2CCN(c3ccc(Cl)cc3)CC2)NC(=O)NC1c1ccc(OC)cc1 (stereo unspecified)	?	-0.2%	-1%

# Remaining list, next part:
compound	A549 tox	Nrf2 activator	TGFb inhibitor
Cc1ccccc1CSc1nc2nc(C)c(Cc3ccccc3)c(C)n2n1	-1%	6.2%	?
CCOc1ccc(CCNC(=O)CN2C(=O)C(CC)Oc3ccccc32)cc1OCC (stereo unspecified)	5%	-0.8%	-17%
Cc1ccc(/C=C/c2onc(C)c2S(=O)(=O)N2CCC(C(=O)Nc3cccc(C#N)c3)CC2)cc1	-1%	0.5%	-25%
Cc1c(Cl)cccc1NC(=O)CSc1nc(=O)[nH]c2c1CCCC2	2%	1.1%	?
CCOc1cc2[nH]c(=O)n(CCCCCC(=O)NC(C)CC)c(=O)c2cc1OCC (stereo unspecified)	0%	-0.5%	4%
COc1cccc(Cn2c(CNC(=O)C(C)C)nc3cccnc32)c1	-1%	0.5%	-1%
O=C(NCCCN1CCN(c2ccccc2)CC1)c1sc2ncccc2c1-n1cccc1	-2%	9.3%	-22%
Cc1cc(=O)[nH]c2nnc(SCCC(C)C)n12	1%	0.4%	7%

# Next section:
compound	A549 tox	Nrf2 activator	TGFb inhibitor
CN(C(=O)CSc1nc2ccccc2n1CC(=O)N(C)C1CCCCC1)c1ccc(F)cc1	-3%	2.4%	-5%
Cc1ccc(CNC(=O)Nc2cc(C(=O)NCc3ccc(C(C)C)cc3)ccc2N2CCCC2)cc1	-11%	-1.0%	?
O=C(Nc1ccc(Br)cc1F)c1cc(S(=O)(=O)NC2CCCC2)ccc1F	5%	9.4%	?
COc1cccc(CNC(=O)C2CCCN(S(=O)(=O)c3cn(C)cn3)C2)c1 (stereo unspecified)	7%	-0.7%	0%
Cc1ccc(NS(=O)(=O)c2cc(Br)cc3c2N(C(=O)C2CC2)CC3)cc1C	-19%	-0.4%	?
CCOc1ccccc1-c1nc(C(N)=O)c2c(n1)n(-c1ccc3c(c1)OCO3)c(=O)n2C	3%	-0.9%	5%
O=C(NCCC1=CCCCC1)c1ccc2c(c1)N(Cc1cccc(Cl)c1)C(=O)c1ccccc1S2(=O)=O	5%	0.5%	-1%
CCc1ccc(NC(=O)CSc2nccn2-c2cccc(C)c2C)cc1	-1%	-0.2%	?

# Next section
compound	A549 tox	Nrf2 activator	TGFb inhibitor
CCCCCNC(=O)c1ccc2c(c1)ncn2-c1cccc(C)c1	4%	4.5%	-3%
Cc1ccc(NS(=O)(=O)c2c(C(=O)N3CCC(C)CC3)c(C)n(C)c2C)cc1Cl	-9%	0.2%	-24%
COc1cccc(CNC(=O)Cn2c(=O)oc3cc(S(=O)(=O)N4CCCCCC4)ccc32)c1	0%	-1.0%	?
O=c1oc2ccccc2cc1-c1nc(-c2cccs2)no1	7%	13µM*	-2%
Cc1cccc(NC(=O)CSc2nc(-c3ccccc3)cc(=O)[nH]2)c1C	-2%	0.5%	1%
COc1ccc(C2C(=O)N(C3CCCCC3)CC(=O)N2CCc2ccc(OC)c(OC)c2)cc1 (stereo unspecified)	-8%	1.2%	0%
COc1ccc2c(c1)C=C(C(=O)NCc1cc(Br)ccc1OC)CO2	-9%	0.8%	?
COc1ccc(CN2CCCN(CC(=O)Nc3ccc(Br)cc3F)S2(=O)=O)cc1	1%	6.2%	?

# The closing 5 records of the section before open the next one:
compound	A549 tox	Nrf2 activator	TGFb inhibitor
O=c1oc2ccccc2cc1-c1nc(-c2cccs2)no1	7%	13µM*	-2%
Cc1cccc(NC(=O)CSc2nc(-c3ccccc3)cc(=O)[nH]2)c1C	-2%	0.5%	1%
COc1ccc(C2C(=O)N(C3CCCCC3)CC(=O)N2CCc2ccc(OC)c(OC)c2)cc1 (stereo unspecified)	-8%	1.2%	0%
COc1ccc2c(c1)C=C(C(=O)NCc1cc(Br)ccc1OC)CO2	-9%	0.8%	?
COc1ccc(CN2CCCN(CC(=O)Nc3ccc(Br)cc3F)S2(=O)=O)cc1	1%	6.2%	?
CCOc1cc(C(=O)N2CCC(c3ccncc3)CC2)cc(OCC)c1OCC	4%	-0.4%	-29%
C=CCc1cccc2cc(-c3nc4ccc(C(=O)O)cc4[nH]3)c(=O)oc12	11%	0.6%	-21%
CCOc1cc(-c2nnc(SCC(=O)NC3CCCCC3)nc2-c2ccc(OC)c(OCC)c2)ccc1OC	1%	5.2%	31%[activator]
CCCCN1C(=O)CN(C2CCCCCC2)C(=O)C1c1ccc(OC(C)C)c(OC)c1 (stereo unspecified)	10%	4.7%	-21%
COc1ccc(NC(=O)c2c(NCc3sccc3C)sc3c2CCCCC3)c(OC)c1	-6%	?	?
CCc1ccc(S(=O)(=O)NCc2cccn2Cc2cccc(C)c2)cc1	14%	1.1%	?
CCc1ccc(NS(=O)(=O)c2ccc3[nH]c4c(c3c2)CCCCCC4)cc1	-16%	-0.1%	?
Cc1cccc(N2CCN(C(=O)c3ccc4c(c3)N(Cc3cccc(Cl)c3)C(=O)c3ccccc3S4=O)CC2)c1C (stereo unspecified)	0%	3.1%	?

# New compounds follow
compound	A549 tox	Nrf2 activator	TGFb inhibitor
CCOCCc1nn2c(=O)cc(COC(=O)c3ccc(NC(=O)C(C)(C)C)cc3)nc2s1	3%	-0.2%	-5%
Cc1ccc(-n2c(SCc3ccccc3)nc3c([nH]c4ccccc43)c2=O)cc1	0%	0.1%	2%
Cc1ccc(C(=O)N2CCc3cc(CNS(=O)(=O)c4ccc(Cl)s4)ccc32)cc1	-16%	-0.6%	?
COCCCn1c(SCc2cccc(Cl)c2)nc2c(sc3ccccc32)c1=O	?	-1.1%	5%
CCCS(=O)(=O)N1CCC(C(=O)NCCOC)CC1	3%	-1.2%	15%
COc1ccc(-c2nc3sc(CCNC(=O)Cc4ccc(Cl)cc4)c(C)n3n2)cc1	-11%	0.0%	0%
COc1ccccc1Nc1ncnc2c1nc1n2CCCC1	13%	7.4%	-11%
CCOC(=O)c1c(C)oc2ccc(N(C(=O)c3ccncc3)S(=O)(=O)c3ccc(Br)cc3)cc12	-6%	-0.7%	23%

# The results go on.
compound	A549 tox	Nrf2 activator	TGFb inhibitor
O=C(CCCc1ccccc1)NC1CC(=O)N(c2ccc(F)cc2)C1 (stereo unspecified)	6%	0.3%	-3%
O=C(CSCc1ccc(F)cc1)N1CCc2c([nH]c3ccccc23)C1c1ccccc1 (stereo unspecified)	-11%	3.7%	?
CCC(=O)Nc1sc2c(c1C(=O)Nc1ccccc1C)CCC(C)C2 (stereo unspecified)	4%	0.4%	6%
COc1cccc(-n2cc(C(=O)OCc3ccc(F)c(F)c3)c3ccccc3c2=O)c1	7%	0.6%	-4%
CC(C)Oc1ccc(CNC(=O)CN2C(=O)CCc3cc(S(=O)(=O)N4CCCCC4)ccc32)cc1	-1%	-0.4%	-5%
COc1ccc(S(=O)(=O)c2c(Nc3ccc(C)cc3)sc(C(=O)c3ccc4c(c3)OCO4)c2N)cc1	-15%	-0.8%	-2%
COCC(=O)NCc1nc2cccnc2n1Cc1ccc(F)cc1	12%	-1.1%	-3%
CC(=O)c1cc(-c2ccccc2)n(CCC(=O)Nc2cc(C)cc(C)c2)c1C	-21%	4.2%	?

# Next compounds:
compound	A549 tox	Nrf2 activator	TGFb inhibitor
Cc1ccc(N2CC(NC(=O)c3ccc(S(=O)(=O)N4CCCC4)cc3)CC2=O)cc1 (stereo unspecified)	3%	-0.1%	-1%
CCc1cccc(C)c1NC(=O)c1cc(S(=O)(=O)NCc2ccccc2Cl)ccc1F	0%	2.9%	-13%
Cc1ccc2nc(COc3ccccc3NC(=O)COc3ccc(F)cc3)cc(=O)n2c1	0%	3.7%	15%
COc1ccc(OC)c(NC(=O)Nc2cccc(OCc3cc(=O)n4cc(C)ccc4n3)c2)c1	5%	1.2%	?
CC(C)c1ccc(S(=O)(=O)NCc2nc3cccnc3n2Cc2ccc(F)cc2)cc1	-3%	5.4%	?
CCOc1ccc(C(=O)Nc2ccccc2OCc2cc(=O)n3ccccc3n2)cc1	4%	0.0%	-18%
Cc1ccccc1OCC(=O)Nc1cccc(C(=O)OCc2cc(=O)n3c(C)csc3n2)c1	-3%	3.8%	?
O=C(NC1CC(=O)N(c2ccc(Cl)cc2)C1)C1CCCCC1 (stereo unspecified)	6%	-0.9%	0%

# Further structures
compound	A549 tox	Nrf2 activator	TGFb inhibitor
COc1ccccc1Cc1nc2ccccc2nc1SCC(=O)N1CCN(c2ccccc2)CC1	-2%	0.5%	25%
Cc1ccccc1Nc1nn2c(=O)c3ccc(C(=O)NCc4ccccc4)cc3nc2s1	?	4.3%	?
COc1ccc(CCNC(=O)C(=O)NCC(c2ccco2)S(=O)(=O)c2cccs2)cc1 (stereo unspecified)	11%	5.1%	26%
CCOc1ccc(CN2CCc3nc(Nc4ccc(OC)cc4OC)ncc3C2)cc1	1%	6.2%	?
COc1cc(NC(=O)N2CCC3(CC2)Nc2cc(F)ccc2-n2cccc23)cc(OC)c1OC	-12%	7.2%	?
CCOc1ccc(C(=O)NCC(c2cccs2)S(=O)(=O)c2ccccc2)cc1 (stereo unspecified)	-5%	6.3%	-15%
Cc1cccc(-c2nc(CSCC(=O)N3CCN(c4cccc(C)c4C)CC3)c(C)o2)c1	-27%	1.7%	?
COc1ccccc1CNC(=O)CN(c1ccccc1OC)S(C)(=O)=O	3%	0.1%	-5%
CCc1cc(=O)[nH]c(SCc2nc(-c3ccc(C(F)(F)F)cc3)no2)n1	0%	-0.7%	-13%

# An excerpt; count on the stated rates, not on these rows.
